SRC3 inh: human NCOA3 inhibition; Q9Y6Q9; HEK293 GAL4-SRC3 luciferase reporter, luminescence; inhibition, % at 3.6 µM; 360,000 tested, 0.17% active; AID 588352;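 active = inhibition above a per-campaign cutoff, the mean of all compounds plus 3 SD, cut at about 60% in these data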;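 also: 0% = DMSO-treated cells and 100% = gossypol-treated cells at 36 µM; higher means less SRC3-driven luciferase light from the GAL4 reporter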
NOD2 RIPK2 PPI: inhibitors of human NOD2-RIPK2 interaction. O43353. CHO BLA complementation NOD2-RIPK2, CCF4 ratio. inhibition, % at 4.98 µM. 360,000 tested, 0.38% active. AID 624267; in the data active = inhibition above about 21%;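 also: 0% = vehicle only and 100% = reference blocker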
ABHD5-PLIN5 inh: inhibitors of human ABHD5-perilipin-5 interaction; Q00G26+Q8WTS1; 360,000 tested, 0.78% active; Split G. princeps luciferase complementation, luminescence, 4 h; inhibition, % at 4 µM;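 active = inhibition above the mean inhibition across every tested compound plus 3 SD, cut at about 22% in these data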;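 also: 0% = DMSO only wells and the 100% control is not disclosed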
Target sequence (Q00G26 whole entry, looked up): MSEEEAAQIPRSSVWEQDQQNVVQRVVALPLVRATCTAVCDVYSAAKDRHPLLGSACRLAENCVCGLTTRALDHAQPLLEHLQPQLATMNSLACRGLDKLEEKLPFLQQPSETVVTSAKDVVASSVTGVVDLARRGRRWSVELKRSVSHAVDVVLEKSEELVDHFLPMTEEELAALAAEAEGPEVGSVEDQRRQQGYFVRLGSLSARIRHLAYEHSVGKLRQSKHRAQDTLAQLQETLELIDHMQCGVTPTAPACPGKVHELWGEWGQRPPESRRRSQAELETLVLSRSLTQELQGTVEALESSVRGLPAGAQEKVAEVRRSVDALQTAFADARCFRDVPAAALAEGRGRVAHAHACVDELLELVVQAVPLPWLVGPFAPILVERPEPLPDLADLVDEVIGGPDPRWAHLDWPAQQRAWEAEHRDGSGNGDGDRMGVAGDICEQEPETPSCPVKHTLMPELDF
Target sequence (Q8WTS1 whole entry, looked up): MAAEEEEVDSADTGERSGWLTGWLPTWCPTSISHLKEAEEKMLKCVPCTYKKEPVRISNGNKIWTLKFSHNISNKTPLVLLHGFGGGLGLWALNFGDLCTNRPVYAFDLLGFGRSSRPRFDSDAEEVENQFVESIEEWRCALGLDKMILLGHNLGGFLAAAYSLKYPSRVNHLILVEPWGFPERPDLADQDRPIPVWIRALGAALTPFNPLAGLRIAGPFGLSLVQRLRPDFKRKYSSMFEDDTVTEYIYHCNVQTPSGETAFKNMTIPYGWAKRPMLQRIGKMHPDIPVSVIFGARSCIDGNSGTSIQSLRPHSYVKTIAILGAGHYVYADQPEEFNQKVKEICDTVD
NCOA2 inhibitor: inhibits human steroid receptor coactivator 2. Q15596. HEK293 GAL4-SRC2 luciferase reporter, luminescence. inhibition, % at 9 µM. 370,000 tested, 0.17% active. AID 651957;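 active = inhibition above the mean inhibition of all tested compounds plus 3 SD, set per campaign, cut at about 52% in these data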;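 also: 0% = DMSO treated cells and 100% = cells given Gossypol at 36 µM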
NR2F2 inh: NR2F2 (human) inhibition, primary screen; HEK293T NGFI-A luciferase reporter, luminescence; inhibition, % at 8.6 µM; AID 686940; 370,000 tested, 0.7% active;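 active = inhibition above a per-plate cutoff, mean inhibition of test wells between control levels plus 3 SD, cut at about 38% in these data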;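 also: cells cotransfected with COUP-TFII expression vector driving the NGFI-A reporter; 0% = median of COUP-TF2 test wells and 100% = reporter-only cells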
TWEAK Fn14 block: TWEAK-Fn14 signaling inhibition. TWEAK-stimulated Fn14 reporter cells, luciferase luminescence, 8 h. inhibition, % at 10 µM. 360,000 tested, 2% active; in the data active = inhibition above about 50%
TLR9-MyD88 inh: TLR9-MyD88 interaction inhibition; AID 504734; Q9NR96+Q99836; CHO BLA complementation TLR9-MyD88, CCF4 FRET ratio; 340,000 tested, 0.21% active; inhibition, % at 4.98 µM;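 active = inhibition above the mean over all tested compounds plus 3 SD, cut at about 21% in these data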;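 also: 0% = DMSO only wells and 100% = clavulanate BLA inhibitor control wells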
TROY signal inh: TROY signaling inhibition. inhibition, % at 10 µM. Q293 LMP1-TROYcd NF-kB luciferase reporter, 4 h. 360,000 tested, 0.98% active;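 active = compounds whose plate-normalised and pattern-corrected inhibition of the luciferase reporter signal at the single screening dose is 50% or more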
Granule exo inh: blocks lytic granule exocytosis | AID 651702 | inhibition, % at 10 µM | TALL-104 LAMP-1 surface exposure, flow cytometry; cells stimulated with thapsigargin and PMA | 360,000 tested, 0.66% active;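 active = inhibition above about 55%, limit read from the data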
NCOA1 inh: inhibitors of human steroid receptor coactivator 1 (SRC1); AID 588354; HEK293 GAL4-SRC1 luciferase reporter, luminescence; inhibition, % at 3.6 µM; Q15788; 360,000 tested, 0.12% active;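 active = inhibition above the campaign mean plus 3 SD, with each screening campaign given its own cutoff, cut at about 60% in these data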;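 also: 0% = DMSO treated cells and 100% = gossypol at 36 µM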
NR5A2 inv ag: suppresses constitutive activity of human LRH-1 | O00482 | inhibition, % at 3.6 µM | AID 602396 | 360,000 tested, 0.13% active | HEK293T StAR-luciferase reporter, LRH-1 transfected, 24 h;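 active = inhibition above the mean inhibition of all tested compounds plus 3 SD, cut at about 73% in these data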;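 also: 0% = DMSO wells and 100% = reporter-only cells lacking LRH-1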
Active calls of the source: *; . = not tested or not shown.

molecule	TROY signal inh	NR2F2 inh	TWEAK Fn14 block	ABHD5-PLIN5 inh	NOD2 RIPK2 PPI	TLR9-MyD88 inh	Granule exo inh	NCOA1 inh	SRC3 inh	NR5A2 inv ag	NCOA2 inhibitor
CCOc1ccc(OCCSc2nc3ccccc3n2CC(=O)O)cc1	10.8	13.3	-2.1	-6.3	2.6	-0.8	-4.7	10.6	-3.5	-12.3	-34.9
COc1ccccc1/C=C/C=N/NC(=O)CCn1nnc2ccccc21	3.4	-1.9	0.3	-3.9	-1.1	-14.3	-1.1	-17.4	6.3	29.1	-18.4
O=C1NC(c2cccs2)Nc2ccccc21 (stereo unspecified)	-4.0	-28.0	-11.0	5.9	-5.2	0.5	-2.0	-30.6	-11.6	-11.3	-41.0
Cc1nn(C)cc1C(N)=O	1.5	-2.1	-9.3	-1.3	-2.8	-6.4	2.0	-3.5	12.9	-4.5	-5.5
Cc1ccc(C(=O)NCCNC(=O)c2cccnc2)cc1	9.2	-4.6	4.7	3.6	1.2	-9.8	-1.0	-12.0	7.9	1.1	9.4
CCC(C)(O)c1[nH]c2ccc(C(F)(F)F)cc2c1C (stereo unspecified)	-26.0	-10.2	-68.6	0.0	9.6	-12.7	2.6	4.7	25.5	-13.0	-10.6
O=C(Nc1nnc(-c2ccncc2)s1)C1CCCO1 (stereo unspecified)	-34.1	-22.2	-0.3	9.4	1.0	1.8	-1.2	-20.8	-14.6	-19.7	-35.0
Cc1n[nH]c(=O)c2c(NC(=O)CSc3nnnn3-c3ccccc3)oc(C)c12	-5.6	3.5	-9.7	-0.8	-1.2	5.6	-6.0	17.6	-8.6	-1.2	0.3
COc1ccc2c(c1)c1nc3ccccc3nc1n2CCn1c(=O)oc2ccccc21	17.4	-4.7	-31.7	2.9	5.8	2.3	-0.4	-2.2	12.9	16.4	4.6
[O-][n+]1cccc2cccc(O)c21	-3.5	1.7	18.7	3.4	-5.5	10.3	6.2	-5.5	5.0	5.3	-7.2
Cc1ccc(CNC(=O)c2ccc3c(c2)NC(=O)CS3)cc1	27.8	-7.2	-7.3	-3.8	0.6	-3.1	-1.5	3.2	8.7	6.0	15.2
CCC(=NCCN1CCNCC1)C1=C(O)CC(C)(C)CC1=O	2.5	-16.3	-11.1	8.9	0.0	-6.6	2.6	-12.4	0.0	7.3	-4.6
CC(=O)Nc1ccc(N(C)S(C)(=O)=O)cc1	-5.4	-7.8	2.9	4.2	-9.4	4.9	0.4	3.6	6.6	-2.2	-21.9
Cc1cccc(-c2ocnc2C(=O)N2CCN(C(=O)c3cccs3)CC2)c1	1.9	7.8	-5.0	2.0	-4.2	-5.1	2.0	4.0	-8.4	-5.9	-4.6
CCc1ccc(-c2cc(C)no2)cc1S(=O)(=O)NCc1ccccc1OC	-22.7	0.2	-16.2	1.4	-3.1	-2.6	9.9	-14.7	-1.2	8.3	5.2

As entered above.
`COc1ccccc1/C=C/C=N/NC(=O)CCn1nnc2ccccc21` @ TROY signal inh: 3.4
`O=C(Nc1nnc(-c2ccncc2)s1)C1CCCO1` (stereo unspecified) @ SRC3 inh: -14.6

Carrying on.
molecule	TROY signal inh	NR2F2 inh	TWEAK Fn14 block	ABHD5-PLIN5 inh	NOD2 RIPK2 PPI	TLR9-MyD88 inh	Granule exo inh	NCOA1 inh	SRC3 inh	NR5A2 inv ag	NCOA2 inhibitor
C/C(=N\NC(=O)c1c(C)nc2ccccn12)c1ccc(O)cc1O	-5.0	-9.9	-6.1	8.1	-4.1	2.5	-6.3	22.2	56.1	7.2	25.7
N#Cc1nc2ccccc2n1OCc1ccccc1	27.1	3.3	22.9	-0.4	-14.5	6.9	11.7	-8.8	-1.1	-7.3	6.4
CC(C)C(OC(=O)c1cccs1)C(=O)NCc1ccco1 (stereo unspecified)	3.4	24.4	-10.6	1.9	12.9	-1.5	-1.0	-0.7	9.8	2.2	-3.1
COc1cccc(CNC(=O)CC2Sc3ccccc3NC2=O)c1 (stereo unspecified)	-1.5	4.3	-6.1	5.1	11.1	-7.2	-3.1	-8.9	13.5	7.7	9.5
Cc1noc(COc2ccccc2OCC(O)CNC(C)(C)C)n1 (stereo unspecified)	-20.7	9.1	-3.2	-1.1	3.1	-10.1	-2.2	-10.0	6.8	-1.0	-22.8
CN1CCC(N(C)S(=O)(=O)c2ccc(F)cc2F)CC1	-6.1	-19.5	12.1	3.5	-1.0	-11.4	6.0	-24.3	-5.7	-11.4	-0.4
CN(C)CCNC(=O)c1cccc(-c2cccc3nncn23)c1	-4.3	0.3	-3.2	2.8	-6.7	.	-4.4	-0.5	-34.3	6.9	25.3
O=c1c2c(-c3ccccc3)csc2nc2c3ccccc3c(NCCN3CCOCC3)nn12	6.2	-1.7	-18.9	23.4*	3.1	-2.2	66.7*	-6.4	2.7	-4.6	-4.6
S=C(NCCCc1cnc[nH]1)NCCCN(Cc1ccc(Cl)cc1)c1ccc(Br)cn1	-3.3	37.8*	-4.9	12.7	3.6	.	2.9	6.2	60.5	94.0*	44.6
C[C@H](CO)N1C[C@H](C)[C@@H](CN(C)S(C)(=O)=O)Oc2ccc(NC(=O)CCN3CCOCC3)cc2C1=O	-2.2	1.5	8.9	-2.8	-3.8	5.8	-1.9	-11.7	9.3	7.1	-1.1
N=c1n(CCCOc2ccc(Br)cc2)c2ccccc2n1CC(N)=O	7.4	6.8	-5.7	17.3	-4.5	-1.3	-3.9	1.5	4.9	-7.4	-2.1
Cc1cccc2c3nc4ccccc4nc3n(CCCN3C(=O)c4ccccc4C3=O)c12	-10.3	-21.5	71.0*	3.1	-2.8	4.8	11.0	-30.0	-25.3	-45.0	-33.0
COC(=O)CSc1nnc(CNC(=O)c2ccc(OC)c(OC)c2)n1C	1.8	10.9	22.2	-1.9	-7.7	-7.8	5.8	-1.9	-0.2	37.6	10.6
CC(C)N(C(=O)[C@H]1C[C@H](CC(=O)NCCc2ccccn2)C(=O)N2CCc3c([nH]c4cc(-c5ccco5)ccc34)[C@]12C)C(C)C	-2.5	29.9	23.8	6.2	-0.6	-2.9	3.7	0.0	-10.3	-30.5	34.2
O=C(O)c1cccc(NC(=S)NC(=O)c2ccncc2)c1	-20.0	-19.1	8.8	-7.7	6.4	-3.4	-4.8	13.2	3.9	5.0	-26.1
Cn1nnnc1SCc1csc(C2C(C#N)=C(N)OC3=C2C(=O)CCC3)c1 (stereo unspecified)	-2.9	3.1	-3.0	3.0	-6.0	-2.4	10.8	14.2	11.9	9.2	-15.2
O=c1[nH]c(CN2CCOCC2)nc2cc(Cl)ccc12	-15.2	6.2	0.9	1.2	-7.0	-4.6	-0.5	11.0	6.3	-14.2	-31.1
CC(C)c1cc(C(=O)N/N=C/c2ccoc2)cs1	-20.6	-7.5	20.0	3.0	-4.3	-10.5	-1.0	-22.3	-20.8	5.6	19.6
Cc1cccc(N(Cc2ccccc2F)S(C)(=O)=O)c1	.	10.3	36.2	4.3	-1.4	-4.8	-0.3	6.2	5.8	6.1	-5.2
O=C(CC12CC3CC(CC(C3)C1)C2)NCCN1CCOCC1	-2.3	-4.5	-0.4	0.2	-10.0	4.3	3.5	-2.4	7.9	7.7	-0.9
Cc1ccc(-c2csc3ncnc(SCC(=O)c4ccc5c(c4)OCCO5)c23)cc1	-1.7	10.3	32.9	-3.7	-2.8	3.6	-1.1	0.9	12.4	-1.0	11.6
CCOC(=O)N1CCN(C(=O)c2ccc3c(=O)n(-c4ccc(F)cc4)c(=S)[nH]c3c2)CC1	5.5	-13.9	-0.4	-5.1	-4.5	-3.9	-0.7	-14.7	6.8	0.9	4.4
Cc1cccc(C)c1NC(=O)CNC(=O)C1CCCC1	7.6	11.2	2.0	-10.4	-12.6	-5.8	7.5	-21.9	6.4	-0.3	32.5
Cc1cccc(NC(=S)NC2CC3CCCC(C2)N3CC(C)C)c1 (stereo unspecified)	-23.5	3.4	-5.6	0.9	-2.1	-1.1	2.9	-7.1	17.3	10.5	-1.9
Cc1ccc(S(=O)(=O)N2CCCCC2)cc1NC(=O)COC(=O)Cc1cccc(C(F)(F)F)c1	-5.8	21.1	-17.9	-2.6	-8.0	-0.1	7.4	5.6	13.7	10.8	-1.9
Cc1ccc(C(=O)OCC(=O)NCCC2=CCCCC2)cc1N	9.6	7.9	-0.5	2.0	3.7	-2.0	2.4	7.5	13.0	13.7	4.5
CN(NC(=O)c1c(Cl)cccc1Cl)c1cccc(Cl)n1	11.9	9.3	-5.6	0.6	-5.2	3.2	0.7	-22.0	11.4	-28.1	5.7
O=C(NC1CCCCC1)C(c1ccco1)N(Cc1cccs1)C(=O)Cn1nnc2ccccc21 (stereo unspecified)	1.0	-14.0	4.3	6.0	-0.5	-2.6	14.1	6.4	-15.0	-22.7	-11.0
O=C(CC(Nc1ccc(Cl)cc1Cl)C(=O)O)c1ccccc1 (stereo unspecified)	87.0*	20.4	94.5*	77.9*	-3.5	2.0	13.1	62.9*	64.5*	30.2	51.6
CC(C)OP(=O)(OC(C)C)C(NC(=O)c1cccc([N+](=O)[O-])c1)C(N)=O (stereo unspecified)	13.3	9.6	-16.7	-1.0	6.1	-2.4	-1.6	6.6	-2.2	-10.8	12.4
CCc1ccccc1NC1c2ccccc2C(=O)N1c1cc(C)ccn1 (stereo unspecified)	-16.7	-9.8	-1.3	1.9	-5.8	-6.5	-2.3	-3.0	4.6	-69.2	-8.1
Cc1noc(C)c1COc1ccc(C(=O)NCC2CCCO2)cc1 (stereo unspecified)	-0.2	-8.4	-14.6	0.7	-4.2	-1.5	-2.7	4.2	10.9	0.2	-4.8
CSc1cccc(NC(=O)c2cc(S(=O)(=O)N3CCc4ccccc43)cn2C)c1	8.6	7.7	27.8	-10.4	-11.8	-2.2	-0.2	-2.3	-6.0	-0.6	5.2
CC1=C(O)C(=O)OC1c1c(Cl)cccc1Cl (stereo unspecified)	-1.2	2.9	1.1	2.6	-2.3	-3.0	-10.7	0.9	17.2	7.4	-19.6
CCc1nc(SCc2ccc(F)cc2)[nH]c(=O)c1C#N	-7.8	18.0	4.4	-1.9	-8.8	-15.8	-3.7	8.0	9.4	-1.8	15.6
O=C(NCc1cccnc1)C1CCC(CNS(=O)(=O)c2ccc(Cl)cc2)CC1 (stereo unspecified)	5.3	-10.7	3.9	-1.0	6.3	4.5	-2.7	15.1	1.6	-9.6	1.4
O=C1CN(C(=O)N[C@@H](Cc2ccccc2)C(=O)N[C@H](C(=O)O)c2ccccc2)c2ccccc2N1	-6.0	13.7	9.4	-1.1	2.7	-3.5	-1.2	-9.7	2.4	10.3	-36.9
CC(=O)c1ccc(N(CC(=O)NC2CCS(=O)(=O)C2)S(=O)(=O)c2ccc(C)cc2)cc1 (stereo unspecified)	3.1	-2.5	-4.6	-2.1	0.1	-2.3	-1.4	-1.9	-45.1	2.1	-46.1

The list is partial; rates above refer to the full screens.
